# Screening data deposited in PubChem by several laboratories.
# SUMO Mot1 rescue = SUMOylation pathway inhibition by Mot1-301 growth rescue | 320,000 tested, 1% active | S. cerevisiae Mot1-301 growth rescue, ATP luminescence, 38.5C; percent above DMSO median, 100 means doubled | growth rescue, % at 18.8 µM;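 active = every valid replicate shows activation above 250% relative to neutral control wells; inactive = the rest, any valid replicate at or below 250%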;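 also: OY570 slx delta 5 strain wells were the positive control but not used for scaling; some compounds called inactive have numbers as strong as hits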
# CDK5 inh = blocks human CDK5/p35 kinase activity. AID 488839. Recombinant CDK5/p35, ADP-Glo luminescence, 60 min. 330,000 tested, 0.01% active. inhibition, % at 10 µM. Q00535+Q15078;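 active = highest replicate inhibition of at least 50% and at least 75% of replicates reaching 50%; inconclusive = only one of the two criteria met; inactive = both criteria failed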;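 also: plate controls were DMSO neutral control for no effect and GW8510 at 10 µM for full effect; many of its hits are not listed in these tables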
# SR-BI HDL uptake = inhibitors of mouse SR-BI mediated HDL lipid uptake | ldlA[mSR-BI] CHO cells, DiI-HDL uptake fluorescence, 3 h | inhibition, % at 12.5 µM | 320,000 tested, 0.96% active | AID 488896;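 active = mean replicate inhibition of at least 70% and a set share of replicates each scoring 70 or more; inconclusive = meets just one of the two criteria; inactive = fails both criteria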;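 also: 0% = median of neutral control wells and 100% = median of positive control wells; values of inactives mirror those of a sister screen read the other way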
# Target sequence (Q61009 whole entry, looked up): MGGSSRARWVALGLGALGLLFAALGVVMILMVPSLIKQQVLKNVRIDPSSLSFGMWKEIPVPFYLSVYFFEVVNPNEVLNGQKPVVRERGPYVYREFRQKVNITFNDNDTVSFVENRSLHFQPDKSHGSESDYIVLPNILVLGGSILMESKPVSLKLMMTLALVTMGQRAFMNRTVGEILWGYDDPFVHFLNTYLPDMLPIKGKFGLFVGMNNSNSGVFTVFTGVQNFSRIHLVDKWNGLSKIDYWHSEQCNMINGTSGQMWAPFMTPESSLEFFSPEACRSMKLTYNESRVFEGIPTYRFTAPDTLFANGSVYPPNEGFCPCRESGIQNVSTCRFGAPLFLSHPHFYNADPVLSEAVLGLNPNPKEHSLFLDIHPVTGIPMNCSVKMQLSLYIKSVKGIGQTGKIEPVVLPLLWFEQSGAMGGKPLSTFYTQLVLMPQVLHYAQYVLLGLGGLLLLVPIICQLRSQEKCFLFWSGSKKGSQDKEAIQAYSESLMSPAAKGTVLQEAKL
# SR-BI DiI-HDL act = enhances SR-BI lipid uptake from DiI-HDL; CHO ldlA[mSR-BI] cells, DiI-HDL uptake fluorescence, 3 h; 100 = double the neutral-control signal; activation, % at 12.5 µM; 320,000 tested, 0.096% active;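 active = mean replicate activation of at least 60% and every replicate at or above 60%; inconclusive = mean or all-replicate condition met, but not both; inactive = mean below 60% and not all replicates reaching 60%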;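 also: 0% = median plate neutral-control signal and 100% = twice that signal; values of inactives mirror those of a sister screen read the other way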
#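 Assay system: CHO ldlA[mSR-BI] cells, LDL receptor-null, SR-BI overexpressing; medium: Ham's F12 with 0.5% BSA, HEPES 25 mM, pH 7.4; also added: DiI-HDL 10 µg/mL; timing: 3 h uptake period with compound, 37 °C; signal: DiI fluorescence, bottom read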
# MITF TRPM1 HTS = increases MITF-driven TRPM1 promoter luciferase signal; SK-MEL-5 TRPM1-promoter luciferase, 24 h; % of positive control, neutral wells = 0; activation, % at 12.5 µM; 300,000 tested, 0.75% active;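 active = mean activation of at least 80% with every replicate also reaching 80%; inconclusive = mean reaches 80% but some replicate falls short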;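 also: 0% = neutral control wells and 100% = parthenolide positive control wells; values of inactives mirror those of a sister screen read the other way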
# dFosB activator = enhances mouse delta FosB homodimer DNA binding; P13346; purified delta FosB, TAMRA-CDK5 oligo fluorescence polarization; percent of positive-control signal above neutral wells; activation, % at 25 µM; 340,000 tested, 0.99% active;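 active = mean activation above about 17%, with every replicate also reaching it, limit read from the data, passing the limit was not always enough; inconclusive = only one of the two conditions met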;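 also: fluorescence polarization rise as delta FosB binds a TAMRA Cdk5 AP-1 oligo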
# Target sequence (P13346 whole entry, looked up): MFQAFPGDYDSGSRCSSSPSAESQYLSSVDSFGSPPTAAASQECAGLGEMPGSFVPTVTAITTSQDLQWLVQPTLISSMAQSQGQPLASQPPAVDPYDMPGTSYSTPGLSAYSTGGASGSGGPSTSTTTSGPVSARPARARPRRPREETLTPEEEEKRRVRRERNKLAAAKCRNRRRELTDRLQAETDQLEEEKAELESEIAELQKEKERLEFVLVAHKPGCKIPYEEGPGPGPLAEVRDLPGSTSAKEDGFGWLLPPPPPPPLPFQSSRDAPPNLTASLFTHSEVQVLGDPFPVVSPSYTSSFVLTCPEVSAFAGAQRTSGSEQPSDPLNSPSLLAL
# PKA-R1A activ = activators of PKA-R1A complex; 340,000 tested, 0.083% active; activation, % at 11.4 µM; PKA-R1A dissociation, Cy5-IP20 fluorescence polarization; scaled: DMSO 0%, 113 µM cGMP 100%; P00514+P68181;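 active = percent activation above the mean of all tested compounds plus 3 SD, cut at about 19% in these data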;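 also: higher means more PKAc released from R1A so a rise in polarization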
# PKA-R2B act = activators of human PKA-R2B complex; PKA-R2B holoenzyme dissociation, Cy5-IP20 fluorescence polarization; R2B truncated from residue 108, S112A mutant; 0% DMSO only, 100% 113 µM cGMP; activation, % at 11.4 µM; 340,000 tested, 0.079% active;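 active = activation above a cutoff set at the mean over all compounds plus 3 SD, cut at about 18% in these data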;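 also: higher means more holoenzyme dissociation and a rise in polarization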
# DSG3 Ab inh = human desmoglein-3 autoantibody binding inhibition. P32926. DSG3-coupled beads, scFv-anti-DSG3-GFP binding, flow cytometry; stronger effect = lower value. binding (percent of control), % at 10 µM. 310,000 tested, 0.48% active. AID 588358;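 active = binding more than 3 SD below its plate's average and above zero; inconclusive = below that plate limit but binding exactly zero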;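 also: hits lower antibody fragment binding to DSG3; some compounds called inactive have numbers as strong as hits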
# NSD2 HMT inh = inhibitors of human histone methyltransferase NSD2 | O96028 | NSD2 peptide methylation, AlphaScreen, 120 min | inhibition, % at 12.5 µM | 310,000 tested, 0.54% active; in the data active = inhibition above about 50%
# Arr AP2 block = inhibitors of human beta-arrestin and AP2 interaction; 340,000 tested, 0.31% active; AID 504490; FITC-arrestin peptide / GST-AP2 beads, flow cytometry; AP2 beta2 appendage carries R879A mutation; inhibition, % at 10 µM;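 active = inhibition above a set limit, near 3 SD of compounds lacking own fluorescence, cut at about 54% in these data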;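 also: plate controls were DMSO wells for no effect and 5 µM unlabelled arrestin peptide for full effect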
#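 Test system: GST-tagged AP2 beta2-adaptin appendage (R879A) on 4 µm glutathione beads; also added: fluorescein-tagged arrestin peptide at 50 nM final; timing: 12 min plus 1 h, RT; signal: flow cytometry, FL1 (488/535 nm); read-out: percent drop in bead-associated FITC signal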
# Starred values were filed as active, the others as inactive; ? = inconclusive; . = no result given.
SMILES,SUMO Mot1 rescue,CDK5 inh,SR-BI HDL uptake,SR-BI DiI-HDL act,MITF TRPM1 HTS,dFosB activator,PKA-R1A activ,PKA-R2B act,DSG3 Ab inh,NSD2 HMT inh,Arr AP2 block
CCOC(=O)C1=NN(c2ccccc2)C(=O)/C1=C\c1ccc(N(C)C)cc1,-19,-0.5,-8,8,-14,-8,-5,-3,93,3,8
c1ccc(Cn2nnnc2CN2CCN(Cc3ccc4c(c3)OCO4)CC2)cc1,-1,0.9,-4,4,-5,-1,-4,-8,94,-1,37
COc1ccccc1CNC(=O)c1ccc(N(C)S(=O)(=O)c2ccc(C)cc2)cc1,19,-1.2,49,-49,21,-1,5,-3,.,-2,8
CCc1cccc(CC)c1NC(=O)COC(=O)Cc1ccsc1,-10,1.0,6,-6,-16,-1,-7,1,97,1,39
O=C(c1sc2ccccc2c1Cl)N(Cc1ccccc1Cl)C1CCS(=O)(=O)C1 (configuration not stated),7,3.2,37,-37,2,-7,-1,11,105,3,7
Cc1ccccc1S(=O)(=O)Cc1ccc(C(=O)NCCc2ccccc2)o1,1,1.4,-11,11,15,-15,12,1,100,35,8
COc1ccc(-c2cc(C(=O)OCC(=O)N3CCOCC3)c3ccccc3n2)cc1,5,0.7,?,-75,8,-35,4,-9,93,-5,33
CC(=O)Nc1ccc(S(=O)(=O)Nc2ccc(N3CCCCC3)cc2)cc1,-8,1.5,-2,2,.,-3,-7,-1,.,11,17
COc1ccc(-c2onc3ccc(C(C)=O)cc23)cc1,17,-0.2,8,-8,27,-12,-2,5,109,-1,30
Cc1cccc(Nc2nccc(N(C)C)c2C#N)c1,-7,0.6,-3,3,8,0,.,.,102,-1,-6
Cc1cccc(-n2ncc3c(N)ncnc32)c1,94,2.1,-10,10,2,-13,-12,-12,102,0,5
CCOc1ccc(CCNC(=O)CCc2nc(-c3ccc(OC)cc3)no2)cc1OCC,5,2.9,17,-17,-5,-2,-3,-11,102,.,5
COc1ccccc1C(=O)Nc1ccc(OCC(=O)N2CCCCC2)cc1,29,0.6,0,-1,32,4,-9,1,99,-1,-3
O=C(CNC(=O)c1ccc(Cl)cc1)N/N=C/C=C/c1ccccc1,-8,-0.4,12,-12,10,-2,-1,-4,106,0,13
CC1=C(C(N)=O)C(c2cccc(OCc3ccccc3)c2)n2nnnc2N1 (configuration not stated),93,-1.6,-21,21,-5,0,-2,-5,105,-2,-19
COc1ccc(CN2CCNC(=O)C2CC(=O)NC2CCC2)c(OC)c1 (configuration not stated),-5,1.9,6,-6,5,-6,-3,-1,102,0,13
N#Cc1ccc(C(=O)N2CCC3CC2c2cc(-c4ccccc4)ccc23)cc1 (configuration not stated),.,2.3,5,-5,-10,1,-7,0,95,.,-15
COc1ccc(OCC(=O)N/N=C\c2ccco2)cc1,52,-2.1,-4,4,-3,-1,6,-5,103,0,-7
Cc1cc(C)nc(N(C#N)CN2C(=O)c3ccccc3C2=O)n1,577,1.4,-7,7,4,0,-9,-2,101,0,0
Clc1ccc(CCNc2nc3ccccc3s2)cc1,-18,-0.7,-1,1,15,2,-18,3,107,-6,4

# Reformatted with the structure last: part of the list above.
SUMO Mot1 rescue,CDK5 inh,SR-BI HDL uptake,SR-BI DiI-HDL act,MITF TRPM1 HTS,dFosB activator,PKA-R1A activ,PKA-R2B act,DSG3 Ab inh,NSD2 HMT inh,Arr AP2 block,Molecule
19,-1.2,49,-49,21,-1,5,-3,.,-2,8,COc1ccccc1CNC(=O)c1ccc(N(C)S(=O)(=O)c2ccc(C)cc2)cc1
-10,1.0,6,-6,-16,-1,-7,1,97,1,39,CCc1cccc(CC)c1NC(=O)COC(=O)Cc1ccsc1
7,3.2,37,-37,2,-7,-1,11,105,3,7,O=C(c1sc2ccccc2c1Cl)N(Cc1ccccc1Cl)C1CCS(=O)(=O)C1 (configuration not stated)

# A different layout for part of the listing above:
> Cc1ccccc1S(=O)(=O)Cc1ccc(C(=O)NCCc2ccccc2)o1
  SUMO Mot1 rescue: 1 | CDK5 inh: 1.4 | SR-BI HDL uptake: -11 | SR-BI DiI-HDL act: 11 | MITF TRPM1 HTS: 15 | dFosB activator: -15 | PKA-R1A activ: 12 | PKA-R2B act: 1 | DSG3 Ab inh: 100 | NSD2 HMT inh: 35 | Arr AP2 block: 8

> N#Cc1ccc(C(=O)N2CCC3CC2c2cc(-c4ccccc4)ccc23)cc1 (configuration not stated)
  SUMO Mot1 rescue: . | CDK5 inh: 2.3 | SR-BI HDL uptake: 5 | SR-BI DiI-HDL act: -5 | MITF TRPM1 HTS: -10 | dFosB activator: 1 | PKA-R1A activ: -7 | PKA-R2B act: 0 | DSG3 Ab inh: 95 | NSD2 HMT inh: . | Arr AP2 block: -15

# The results go on.
SMILES,SUMO Mot1 rescue,CDK5 inh,SR-BI HDL uptake,SR-BI DiI-HDL act,MITF TRPM1 HTS,dFosB activator,PKA-R1A activ,PKA-R2B act,DSG3 Ab inh,NSD2 HMT inh,Arr AP2 block
COc1ccc(C2=Nn3c(nnc3-c3ccccc3OC)SC2)cc1OC1CCCC1,9,-0.7,4,-4,-62,14,-12,-5,100,.,0
CCOc1ccc2nc(CN3CCN(Cc4ccsc4)C(CCO)C3)ccc2c1 (configuration not stated),-33,4.4,.,.,-1,-11,-9,8,94,.,5
O=C(Nc1ccc(O)cc1)c1c(O)c2c([nH]c1=O)CCCC2,.,0.5,23,-23,86*,0,-4,6,98,-1,9
COc1ccc(NC(=O)CSc2nc3ccccc3c(=O)n2CCCO)cn1,-10,0.2,-22,.,10,-5,0,10,105,3,-2
Cc1ccc(CNC(=O)CNS(=O)(=O)c2ccc3c(c2)C(C)(C)C(=O)N3C)cc1,-6,1.0,-26,26,.,-4,13,5,103,.,5
CCOc1ccc2c(=O)c(Oc3ccccc3)c(C)oc2c1,6,0.3,.,.,4,-8,-12,-9,96,5,7
CCOc1ccc(C(C(=O)NCCOC)N(CCOC)C(=O)CCC(=O)Nc2ccccn2)cc1 (configuration not stated),1,-1.8,.,.,8,-6,8,5,119,2,1
CCOC(=O)N1CCC(NC(=O)c2ccc3c(c2)N=C(C)c2c(C)ccc(C)c2S3)CC1,181,-0.3,42,-42,-59,-3,-6,-5,.,21,39
Cc1ccc(S(=O)(=O)NNC(=O)c2cc(C)c(C)cc2N)cc1,.,0.3,2,-2,1,-2,6,0,105,1,-4
O=C(CCN1C(=O)C2C3C=CC(C3)C2C1=O)N1CCN(c2ccccc2Cl)CC1 (configuration not stated),8,-0.3,15,-15,9,2,-6,1,89,.,0
O=C(O)c1ccc(Cl)c(N2C(=O)Nc3ccccc3N2O)c1,5,0.2,-7,7,5,-2,7,-5,110,-2,11
Cc1ccccc1C(=O)NC(C)c1ccc2c(c1)CCCC2 (configuration not stated),-6,0.5,14,-14,6,4,0,-5,102,8,3
O=C1C(Cl)=C(Nc2ccccc2O)C(=O)N1c1ccccc1,21,2.1,44,-44,.,0,-6,18,125,-1,43
Cc1cccc(NS(=O)(=O)c2cc(C(=O)OC(C)C(=O)NCc3ccc4c(c3)OCO4)ccc2C)c1 (configuration not stated),-9,0.0,31,-31,-2,1,-2,-10,99,-1,4
COc1ccc2oc(C(=O)N(C)CCOc3ccccc3)c(C)c2c1,-3,0.6,23,-23,67,-9,-13,-9,98,-1,-9
CC(=O)CC(=O)Nc1ccn(-c2ccccc2)n1,6,-0.4,-9,9,11,-4,-1,11,107,0,29
CC(=O)N1CCc2cc(S(=O)(=O)NCC(=O)NCc3ccc(Cl)cc3)ccc21,-9,0.4,-6,6,3,-1,5,-3,99,25,-14
CCC1CCCCN1S(=O)(=O)c1ccc2[nH]c(=O)ccc2c1 (configuration not stated),-9,-1.4,-18,18,.,-10,1,4,98,.,16
CNC(=S)NNC(=O)c1cn(C)nc1C,0,0.4,-16,16,10,2,-1,-5,106,-6,15
CCCC(c1nnnn1Cc1cccs1)N1CCN(C2CCCC2)CC1 (configuration not stated),65,0.3,-25,25,5,-1,3,3,99,-3,-2
O=[N+]([O-])c1ccc(O)c(N=Cc2sc3ccccc3c2O)c1,-22,-0.1,124*,-125,1,1,1,-13,136,7,17
O=C(CN1CCOCC1)Nc1cc(C(F)(F)F)ccc1Cl,75,0.8,-10,10,0,-5,4,-3,73,-10,-4
CCN=C1S/C(=C\c2cn(CC(=O)NCCOC)c3ccccc23)C(=O)N1CC,-3,-1.9,62,-62,12,6,-6,-2,99,-3,-20
COc1ccc(Cl)cc1N1C(=O)C2CCCN2C1c1ccc(F)cc1 (configuration not stated),-11,-6.8,-3,3,-3,-4,8,-5,101,.,-1
COC(=O)c1cc(S(=O)(=O)Nc2ccsc2C(=O)OC)oc1C,13,-0.1,-3,3,1,-6,3,-3,.,1,3
Cc1nc2cc(-c3cccs3)nn2c(NCC(C)(C)CN(C)C)c1C,-9,1.0,35,-35,20,4,-11,-10,110,5,5
CC(Cc1nnc(SCC(=O)O)n1N)c1ccccc1 (configuration not stated),10,-0.6,-4,4,11,3,-1,6,97,3,35
CSc1nnc2ccc(-c3ccccn3)nn12,-3,-0.2,.,.,6,-14,1,-2,101,.,8
Nc1cc(OC(=O)c2cccs2)nn1S(=O)(=O)c1ccc(F)cc1,-9,0.5,1,-1,11,1,1,1,104,-5,-1
NC(=S)N/N=C/c1ccc(-n2nncc2-c2ccc(Cl)cc2)cc1,-24,0.4,55,-55,-11,-6,-20,-7,106,-1,20

# Nothing new here: entries from further up.
SMILES,SUMO Mot1 rescue,CDK5 inh,SR-BI HDL uptake,SR-BI DiI-HDL act,MITF TRPM1 HTS,dFosB activator,PKA-R1A activ,PKA-R2B act,DSG3 Ab inh,NSD2 HMT inh,Arr AP2 block
Nc1cc(OC(=O)c2cccs2)nn1S(=O)(=O)c1ccc(F)cc1,-9,0.5,1,-1,11,1,1,1,104,-5,-1
NC(=S)N/N=C/c1ccc(-n2nncc2-c2ccc(Cl)cc2)cc1,-24,0.4,55,-55,-11,-6,-20,-7,106,-1,20
